# Bioassay records as filed in PubChem BioAssay.
# SIRT5 inh = blocks human SIRT5 desuccinylation of peptide; Purified SirT5, succinyl-peptide AMC, trypsin-coupled fluorescence; Q9NXA8; hit rate 1.1% among 330,000; inhibition, % at 15 µM; in the data active = inhibition above about 15%
# Xi reactivation = X-chromosome reactivation activator | hit rate 0.055% among 360,000 | activation, % at 7.58 µM | XiGFP mouse fibroblasts, % GFP-positive cells imaging, 3 d; cells co-treated with 5-aza-dC sensitizer; scaled so ellipticine positive control = 100%;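 active = mean normalized replicate activation at least 10% and every replicate at or above 10%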;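 note: 0% = median of on-plate neutral control wells and 100% = ellipticine 6 µM median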
#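 Schedule: 3 d treatment, 15 min room-temperature fixation; system: 68-5-11 XiGFP fibroblast line; buffer or medium: DMEM plus 5-aza-dC sensitizer; control set: ellipticine 6 µM positive control; compound: one concentration, pinned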
# S100A4 inh HTS = inhibitors of human S100A4 binding to myosin IIA peptide; P26447; S100A4/TAMRA-MyoIIA peptide fluorescence polarization; inhibition, % at 10.7 µM; hit rate 0.14% among 360,000; AID 652163;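 active = mean inhibition of at least 70% across replicates, with every replicate also reaching that level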
# Target sequence (P26447 whole entry, looked up): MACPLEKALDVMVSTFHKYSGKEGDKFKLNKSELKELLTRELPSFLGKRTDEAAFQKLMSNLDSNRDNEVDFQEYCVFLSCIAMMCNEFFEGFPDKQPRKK
#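 incubation = readout 5 min after mixing, signal stable up to 60 min | system = S100A4 monomer protein | buffer or medium = HEPES pH 7.2 with CaCl2, KCl, NaCl, DTT, Triton | benchmarks = neutral control DMSO, positive control TFP | also added = fluorescent myosin IIA peptide, 5 nM | compound dosing = one concentration per compound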
# ERAP1 inh = blocks human ERAP1 aminopeptidase activity | hit rate 0.15% among 340,000 | inhibition, % at 10.7 µM | Q9NZ08 | AID 652197 | recombinant ERAP1, Leu-AMC fluorescence, 60 min;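 active = mean replicate inhibition of at least 30%, or all replicates individually reaching that 30% level; inactive = mean below 30% and not every replicate reaching it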;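 note: 0% = neutral control wells and 100% = L-leucinethiol positive control wells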
# Target sequence (Q9NZ08 whole entry, looked up): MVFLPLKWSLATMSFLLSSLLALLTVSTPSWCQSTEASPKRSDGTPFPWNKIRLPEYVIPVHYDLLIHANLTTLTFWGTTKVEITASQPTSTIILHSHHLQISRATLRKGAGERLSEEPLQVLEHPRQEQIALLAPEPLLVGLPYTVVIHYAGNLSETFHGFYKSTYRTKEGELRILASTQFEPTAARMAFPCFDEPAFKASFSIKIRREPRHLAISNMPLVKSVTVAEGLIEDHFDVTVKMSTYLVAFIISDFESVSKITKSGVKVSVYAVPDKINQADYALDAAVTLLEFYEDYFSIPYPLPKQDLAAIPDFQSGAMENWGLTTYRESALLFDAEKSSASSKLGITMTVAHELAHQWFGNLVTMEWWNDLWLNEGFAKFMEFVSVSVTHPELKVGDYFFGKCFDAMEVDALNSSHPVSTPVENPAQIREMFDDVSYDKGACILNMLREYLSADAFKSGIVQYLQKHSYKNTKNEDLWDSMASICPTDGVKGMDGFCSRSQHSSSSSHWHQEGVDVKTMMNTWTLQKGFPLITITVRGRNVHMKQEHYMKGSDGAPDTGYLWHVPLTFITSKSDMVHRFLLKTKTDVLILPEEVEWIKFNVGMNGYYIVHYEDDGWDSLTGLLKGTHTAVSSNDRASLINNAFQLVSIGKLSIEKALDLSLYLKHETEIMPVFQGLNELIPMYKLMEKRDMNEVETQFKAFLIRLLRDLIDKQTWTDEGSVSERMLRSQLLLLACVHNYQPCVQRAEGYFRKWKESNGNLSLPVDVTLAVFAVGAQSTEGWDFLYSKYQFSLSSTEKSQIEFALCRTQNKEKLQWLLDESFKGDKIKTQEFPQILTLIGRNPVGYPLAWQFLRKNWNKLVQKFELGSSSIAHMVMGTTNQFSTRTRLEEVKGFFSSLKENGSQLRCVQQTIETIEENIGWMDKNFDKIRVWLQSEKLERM
# PGC1a acetyl inh = PGC1a acetylation modulation, inhibitor mode; U2OS PGC1a acetylation, AlphaScreen anti-acetyl-lysine; with virally co-expressed GCN5 acetyltransferase; inhibition, % at 15.6 µM; hit rate 0.17% among 350,000; AID 651687;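 active = every replicate shows inhibition of at least 40%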;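 note: 0% = neutral control wells and 100% = positive control wells; some results beyond the cut were filed as inactive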
# C2C12 statin = suppressors of simvastatin-induced myotoxicity in C2C12 myotubes; AID 602340; hit rate 0.78% among 330,000; rescue of ATP level, % at 7.49 µM; ATP luminescence, 48 h; scaled: DMSO 0, geranylgeraniol control 100;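 active = mean ATP rescue above about 67%, or every replicate alone reaching that limit, limit read from the data, passing the limit was not always enough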;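 note: myotubes were challenged with 10 µM simvastatin during compound exposure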
# Cneo AK release = causes C. neoformans cell lysis; adenylate kinase release luminescence, 4 h; normalised: neutral wells 0, clomiphene wells 100; lysis activity, % at 15 µM; hit rate 0.2% among 360,000; AID 651654;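 active = mean lysis activity across replicates of at least 80%, whatever share of replicates individually reach that level; inactive = mean lysis activity below 80%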
#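 Signal: Adenylate kinase release luminescence | Assay system: Log-phase Cryptococcus neoformans yeast cells | Input: Cells at 5 × 10^6 per mL | Buffer or medium: Fresh YPD growth medium | Compound: Single dose | Schedule: Static 4 h at 37 °C with compound, 1 h detection | Controls: Clomiphene | Read-out: Luminescence rise reflecting yeast cell lysis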
# LGR2 antag = blocks bursicon-induced cAMP signaling via Drosophila LGR2; HEK293 LGR2, CRE-luciferase, bursicon-stimulated, 4 h; inhibition, % at 9.99 µM; hit rate 0.35% among 380,000; AID 720647;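 active = drop in luminescence signal, shown as inhibition above about 50% in the replicate tests, limit read from the data, passing the limit was not always enough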;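 note: agonist challenge used bursicon conditioned medium at about half maximal strength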
# The depositor's hits bear a star; · = no result given; & = joins results of further samples.
SMILES,SIRT5 inh,Xi reactivation,S100A4 inh HTS,ERAP1 inh,PGC1a acetyl inh,C2C12 statin,Cneo AK release,LGR2 antag
COc1cc(C(=O)NCCSc2ccc(Br)cc2)cc(OC)c1OC,-2,0.0,-1,-2,12,·,·,18
CCOC(=O)c1c(NC(=O)CSc2nnc(-c3c[nH]c4ccccc34)n2CC)sc2c1CCCC2,9,0.2,4,4,-5,5,3,5
Cc1cc(Cl)ccc1C(=O)C1CCCN(C(=O)c2cccc(N3CCCC3=O)c2)C1 (configuration not stated),-3,0.3,2,-1,-9,5,0,-16
C/C(=N\NC(=O)C1CC1)c1ccc(C)c(C)c1,-2,0.3,-27,1,4,7,1,-14
O=[N+]([O-])c1ccc(CN2CCN(c3ccc(Cl)cc3)CC2)o1,1,0.2,9,1,11,8,1,-9
CC(=O)c1cccc(NC(=O)/C=C/c2ccc([N+](=O)[O-])s2)c1,0,0.6,-1,-3,·,·,·,15
Cc1nnc(SCC(=O)NC2CCCCC2)s1,-3,0.0,1,-2,·,·,·,5
CSc1ccc(Cl)c(C(=O)NC2CCCC2)c1,2,·,-1,0,-3,·,0,-9
COc1ccc(C2NC(=O)C(=O)/C2=C(\O)c2ccc(Cl)cc2)cc1OC (configuration not stated),3,0.0,-4,0,·,·,·,-5
Cc1cc([N+](=O)[O-])ccc1NS(=O)(=O)c1ccccc1,5,0.2,1,4,2,-10,0,11
O=C1NC[C@@H](CCCCN2C[C@H](Cc3ccccc3)N(CCc3ccc(O)cc3)C(=O)C2=O)N(Cc2ccccc2)C1=O,-2,0.1,18,·,·,·,·,14
Cc1noc(C)c1NC(=O)Nc1ccc2c(c1)C(=O)N([C@@H](C)CO)C[C@@H](C)[C@H](CN(C)C(=O)NC1CCCCC1)OCCCC[C@H](C)O2,-4,-1.1,1,-1,-2,·,-5,12
COc1ccc(-c2cc(C)no2)cc1S(=O)(=O)Nc1cccc(CN2CCCC2)c1,0,0.1,-1,-2,5,-10,-2,-1
CCNC(=O)C[C@@H]1CC[C@@H](NC(=O)C2CCC2)[C@@H](CO)O1,0,0.1,-15,-1,8,-2,-1,-11
CCN(CC(=O)Nc1ccc(C#N)cc1)CC(=O)Nc1ccc2c(c1)OCCO2,·,0.2,-1,-2,15,-11,0,-3
CC(=O)c1ccc(Sc2nnnn2-c2ccccc2)c([N+](=O)[O-])c1,·,1.3,2,-2,·,·,·,76*
C[C@H]1CN([C@@H](C)CO)C(=O)c2cccc(NC(=O)CCCCCC(=O)Nc3ccccc3N)c2O[C@@H]1CN(C)Cc1ccc2c(c1)OCO2,3,0.0,4,-1,2,-33,-2,3
Cc1cc(Cl)ccc1NC(=O)Cn1cncn1,-15,0.0,3,0,·,3,0,21
COc1ccc(C#Cc2ccc3c(c2)O[C@H](CN(C)C(=O)NC2CCCCC2)[C@@H](C)CN([C@@H](C)CO)S3(=O)=O)cc1,-4,0.2,-52,3,21,·,6,-43
CSc1ccc(C(=O)C2CCCN(C(=O)c3cc(C)n(C)n3)C2)cc1 (configuration not stated),1,0.0,-10,0,-6,2,-3,-1
COc1ccc(C#Cc2ccc([C@H]3[C@H](CO)N4C(=O)CN(C(=O)c5ccncc5)C[C@@H]34)cc2)cc1,3,0.1,0,1,-8,·,·,7
COc1ccc(NC(=O)Nc2cccc3c2O[C@H](CN(C)C(=O)Nc2ccc(OC)cc2)[C@H](C)CN([C@@H](C)CO)C3=O)cc1,2,-0.1,2,2,8,49,43,7
CCOC(=O)c1ccc(NC(=O)COc2ccccc2CNCCc2ccccc2)cc1,-2,0.0,1,1,6,·,·,71*
COc1ccc(SCCc2nnc(-c3ccccc3)o2)cc1,2,-0.1,0,1,-3,11,-2,-9
Cc1ccc(S(=O)(=O)Nc2cccc3c2O[C@H](CN(C)Cc2ccc(-c4ccccc4)cc2)[C@H](C)CN([C@H](C)CO)C3=O)cc1,9,-0.1,28,-2,-3,-26,46,-14
Cc1ccc2nc(C3CCCN3Cc3nc(CCC(C)C)no3)[nH]c2c1 (configuration not stated),-1,0.0,-7,-1,-1,·,·,-3
O=C(O)c1cccc(CSc2nnc(-c3ccc(Cl)cc3)o2)c1,2,0.0,0,-1,3,-10,-1,-24
CN1C(=O)c2cc(NC(=O)c3cnccn3)ccc2OC[C@@H]2O[C@H](CC(=O)NC3CCC3)CC[C@H]21,·,0.3,-9,2,4,21,5,7
CC(C)c1c(C(=O)N/N=C/c2ccccc2OCc2c(F)cccc2Cl)nnn1-c1nonc1N,-5,0.1,-4,3,7,-12,2,10
Cc1ccn2c(c1)nc(=O)c1cc(S(=O)(=O)N3CCC(C)CC3)ccc12,3,0.0,-5,2,3,-4,1,-1
CN(C)Cc1nc2c([nH]1)c(=O)n(C)c(=O)n2C,-1,0.0,3,4,-4,0,2,5
C[C@@H]1CCCCO[C@@H](CN(C)C(=O)c2ccncc2)[C@H](C)CN([C@H](C)CO)C(=O)c2cc(NS(=O)(=O)c3cccs3)ccc2O1,-7,0.1,4,3,0,·,3,-1
COc1ccc(N(C(=O)c2cccnc2)S(=O)(=O)c2ccc(Cl)cc2)cc1,·,0.3,-3,0,1,-5,3,5
O=C(N/N=C/c1c[nH]c2ccccc12)c1ccc(Cl)cc1,9,0.1,7,-2,·,-24,-1,-28
COC(=O)c1c(C)oc(C)c1S(=O)(=O)NCc1ccc(OC)cc1,-3,0.0,6,1,0,-9,-13,-8
CN(C)c1ccc(N2C(=NC(=O)c3ccccc3)SC3CS(=O)(=O)CC32)cc1 (configuration not stated),-4,0.0,-3,2,2,11,-2,10
COc1ccc(CCn2c(C3CCCCC3)nc3c(c(=O)c4ccccc4n3C)c2=O)cc1,-6,0.0,6,5,-20,·,0,27
COc1ccc(C(=O)Nc2cnc(NC(=O)c3cccs3)cc2C)cc1,-2,0.4,-2,-5,·,18,-3,-2
O=C1O[C@H](c2ccccc2)[C@H](c2ccccc2)N2[C@H]1[C@@H](C(=O)N1CCN(c3ncccn3)CC1)[C@]1(C(=O)Nc3ccccc31)[C@H]2c1ccc(O)cc1,9,·,-8,-1,5,·,-8,·
CN(C)C(=O)c1ccc(NC(=O)CSc2nnc(-c3cccs3)n2N)cc1,-3,0.5,-2,-1,-3,30,3,-3
Cc1nn(CC(=O)OCC(=O)Nc2c(C(C)C)cccc2C(C)C)c(C)c1[N+](=O)[O-],-7,0.6,-1,2,·,-5,3,17
COc1ccccc1/C=C1\Cc2ccccc2C1=O,3,0.0,0,1,·,12,0,-9
CC1CCC2(CC1)NC(=O)N(CC(=O)NCCc1c[nH]c3ccccc13)C2=O (configuration not stated),1,-0.2,1,4,-5,10,0,2
c1ccc(CCc2cccnc2)cc1,·,-0.1,-4,3,-9,-2,0,-2
COCC#Cc1ccc2c(c1)O[C@H](CN(C)C(=O)C1CC1)[C@@H](C)CN([C@H](C)CO)S2(=O)=O,-4,-0.2,-14,-1,-2,10,1,-2
C=C(C)C1CCC(C)=C1CC(C)(C)/C=N\n1cnnc1 (configuration not stated),-1,·,2,1,-10,-7,0,2
O=S1(=O)CCOCCCN1Cc1ccccc1Br,0,0.0,1,2,-9,4,-1,8
COc1ccccc1-c1noc(COC(=O)c2ccc(Br)o2)n1,-1,-0.1,-29,1,8,3,1,·
CC(C)NC(=O)N(C)C[C@H]1Oc2ccc(NC(=O)Nc3ccc4c(c3)OCO4)cc2C(=O)N([C@H](C)CO)C[C@@H]1C,1,-0.1&-0.1,9&-3,0&0,8&7,22&3,-2&6,7&3
Cn1c(C(=O)NCCN2CCN(Cc3ccccc3)CC2)cc2c(=O)n(C)c3ccccc3c21,·,0.3,-3,·,-11,1,-2,-15
CNC(=O)C[C@@H]1CC[C@@H]2[C@H](COC[C@H](O)CN2S(=O)(=O)c2cccc(Cl)c2)O1,4,0.1,5,0,-24,6,100*,1
CN(C)c1ccc(N=Cc2nc(-c3ccccc3)oc2OC(=O)c2cccc(Br)c2)cc1,·,0.2,·,·,-5,-17,-7,-69
O=C(NCCCNc1ccc(C(F)(F)F)cc1[N+](=O)[O-])c1ccc(Cl)cc1,·,·,·,·,-5,-33,0,1
CSc1ccc(CN(C)C(C)C(=O)Nc2ccc(F)c(F)c2F)cc1 (configuration not stated),-1,-0.7,0,5,5,·,·,2
O=C(Cc1ccccc1F)NC1CCCc2ccccc21 (configuration not stated),-2,0.3,-10,1,·,5,-1,-2
COc1ccc(/C=C/C(=O)N(C)C2(C)CCS(=O)(=O)C2)cc1 (configuration not stated),1,0.1,6,1,·,-5,4,-9
CC(=O)c1cccc(NC(=O)NCc2ccc3c(c2)OCO3)c1,-1,0.0,-4,-1,·,1,13,-9
CCC(=O)N1CCC2(CC1)CN(CC1CCOCC1)[C@@H](CO)c1c2c2ccc(OC)cc2n1C,2,0.0,-15,0,2,·,·,12
CC(C)(C)Cc1nnc(NS(=O)(=O)c2ccccc2)s1,2,0.0,-4,-2,·,·,·,·

# By substructure: the compounds so far with an aryl thioether with sulfur outside any ring.
SMILES,SIRT5 inh,Xi reactivation,S100A4 inh HTS,ERAP1 inh,PGC1a acetyl inh,C2C12 statin,Cneo AK release,LGR2 antag
COc1cc(C(=O)NCCSc2ccc(Br)cc2)cc(OC)c1OC,-2,0.0,-1,-2,12,·,·,18
CCOC(=O)c1c(NC(=O)CSc2nnc(-c3c[nH]c4ccccc34)n2CC)sc2c1CCCC2,9,0.2,4,4,-5,5,3,5
Cc1nnc(SCC(=O)NC2CCCCC2)s1,-3,0.0,1,-2,·,·,·,5
CSc1ccc(Cl)c(C(=O)NC2CCCC2)c1,2,·,-1,0,-3,·,0,-9
CC(=O)c1ccc(Sc2nnnn2-c2ccccc2)c([N+](=O)[O-])c1,·,1.3,2,-2,·,·,·,76*
CSc1ccc(C(=O)C2CCCN(C(=O)c3cc(C)n(C)n3)C2)cc1 (configuration not stated),1,0.0,-10,0,-6,2,-3,-1
COc1ccc(SCCc2nnc(-c3ccccc3)o2)cc1,2,-0.1,0,1,-3,11,-2,-9
O=C(O)c1cccc(CSc2nnc(-c3ccc(Cl)cc3)o2)c1,2,0.0,0,-1,3,-10,-1,-24
CN(C)C(=O)c1ccc(NC(=O)CSc2nnc(-c3cccs3)n2N)cc1,-3,0.5,-2,-1,-3,30,3,-3
CSc1ccc(CN(C)C(C)C(=O)Nc2ccc(F)c(F)c2F)cc1 (configuration not stated),-1,-0.7,0,5,5,·,·,2

# Taken from above:
# Under Xi reactivation, CSc1ccc(CN(C)C(C)C(=O)Nc2ccc(F)c(F)c2F)cc1 (configuration not stated) reads -0.7
# Under Xi reactivation, CC(C)NC(=O)N(C)C[C@H]1Oc2ccc(NC(=O)Nc3ccc4c(c3)OCO4)cc2C(=O)N([C@H](C)CO)C[C@@H]1C reads -0.1&-0.1
# Under ERAP1 inh, O=C(Cc1ccccc1F)NC1CCCc2ccccc21 (configuration not stated) reads 1

# Some of the compounds tested; count on the stated rates, not on these rows.
